Bioassay records from PubChem.
Salmonella PhoP GFP: PhoP-dependent GFP reporter repression – Salmonella Typhimurium, primary screen (AID 1863) | S. Typhimurium PhoP-regulated promoter GFP reporter, 4 h; higher % means a stronger effect | inhibition, % at 50 µM; hits with a dose series show IC50 in µM | 300,000 tested, 0.16% active;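 active = inhibition over 29.93%, a cutoff 3 SD above the screen mean, later confirmed by dose response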;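 note: 0% = low Mg2+ inducing control and 100% = high Mg2+ repressing control; strong numbers were not always called active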
West Nile antiviral: West Nile virus antiviral activity, cell-based, CPE readout (AID 1621) | West Nile virus-infected cells, CPE inhibition; higher % means a stronger effect | CPE inhibition, % at 10 µM; hits with a dose series show IC50 in µM | 290,000 tested, 0.02% active; in the data active = a potency from the dose series; note: strong numbers were not always called active
SIAH1 antagonists: blockers of Siah-1 interaction with plectin peptide – biochemical, fluorescence polarization, rhodamine-plectin, uHTS, primary screen (AID 1817). Siah-1 / rhodamine-plectin peptide fluorescence polarization; higher % means a stronger effect. 290,000 tested, 0.02% active. one-dose displacement, % at 20 µM; IC50 in µM for titrated hits;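 active = displacement of at least 50% at 20 µM, with a fluorescence ratio check between 0.3 and a set limit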;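 note: plate controls were Siah plus tracer with DMSO for no effect and tracer alone without Siah for full effect; strong numbers were not always called active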
* hit, by the source's call. An excerpt. The share of hits here may be higher or lower than overall.

entry	compound	Salmonella PhoP GFP	West Nile antiviral	SIAH1 antagonists
1	O=C(Cc1ccc(F)cc1)NC(Cc1c[nH]c2ccccc12)C(=O)O (stereo not given)	-3%	0.3%	-10%
2	COc1ccc(NC(=O)c2cncn2-c2ccccc2)cc1	-2%	0.4%	-3%
3	CC(=O)c1cccc(Nc2c3c(nc4ccccc24)CCC3)c1	-1%	-0.1%	-2%
4	O=C(NC1CCN(S(=O)(=O)c2ccccc2)CC1)c1cccc(F)c1	-1%	-0.3%	5%
5	CC1CN(C(=S)Nc2ccc(S(N)(=O)=O)cc2)CC(C)O1 (stereo not given)	-5%	-0.2%	-2%
6	COC(C(=O)Nc1ccc(NC(=O)C(OC)c2ccccc2)cc1)c1ccccc1 (stereo not given)	4%	1.8%	-3%
7	Cc1cccc(CCNC(=O)Cn2ncc3c([nH]c4ccc(C)cc43)c2=O)c1	-9%	-0.5%	-1%
8	Cc1ccc(C(=O)COC(=O)c2ccco2)cc1C	0%	-0.4%	0%
9	COc1ccc(NS(=O)(=O)c2cccc3cccnc23)cc1Cl	0%	-1.0%	3%
10	Cc1ccc2c(c1)N(CC(=O)N1CCCCC1C)C(=O)CO2 (stereo not given)	5%	-0.8%	3%
11	CCn1cc(C(=O)O)c(=O)c2cnc(N3CCN(C(=S)NC(=O)c4ccc(Cl)cc4Cl)CC3)nc21	2%	-0.7%	45%
12	CC1CCN(CCCNc2cc(NCCO)c([N+](=O)[O-])c3nonc23)CC1	5%	-0.5%	1%
13	CC1=NN(C(N)=S)C(=O)C1N=Nc1cccc(C(=O)O)c1 (stereo not given)	-4%	-0.5%	0%
14	Cc1ccc(NC(=O)CCNS(=O)(=O)c2cccc3nsnc23)cc1F	2%	-0.7%	2%
15	O=C(CSc1ccc(Br)cc1)N1CCOCC1	12%	0.0%	2%
16	CCN(CC)c1ccc(-c2sc(Nc3ccccc3)n[n+]2-c2ccc(F)cc2)cc1	-54%	-0.6%	-1%
17	CCOC(=O)C1(CCOc2ccccc2)CCN(Cc2cccc(OC)c2OC)CC1	-8%	-1.9%	-5%
18	CCOC(=O)COn1c(=O)c(-c2ccc(Br)cc2)[n+]([O-])c2ccccc21	2%	-0.3%	10%
19	CCCCc1cc(=O)oc2cc(OCC(=O)Nc3cccnc3)c(Cl)cc12	1%	0.1%	1%
20	O=C(CNS(=O)(=O)c1ccc(F)c(Cl)c1)N1CCCC1	6%	0.4%	-3%
21	COc1ccc(OC)c(NC(=O)c2cccc(NC(=O)c3ccccc3)c2)c1	9%	-0.3%	3%
22	Cc1cc(-c2ccc(C)c(S(=O)(=O)NCCc3ccc(S(N)(=O)=O)cc3)c2)on1	-4%	0.1%	0%
23	O=C(N/N=C/c1ccc([N+](=O)[O-])cc1)c1cc(C2CC2)[nH]n1	-1%	-0.8%	-7%
24	Cc1ccc(NC(=S)N2CCN(S(=O)(=O)c3ccccc3)CC2)cc1C	-13%	-0.4%	0%

The last five records of the part before open the next one.
entry	compound	Salmonella PhoP GFP	West Nile antiviral	SIAH1 antagonists
20	O=C(CNS(=O)(=O)c1ccc(F)c(Cl)c1)N1CCCC1	6%	0.4%	-3%
21	COc1ccc(OC)c(NC(=O)c2cccc(NC(=O)c3ccccc3)c2)c1	9%	-0.3%	3%
22	Cc1cc(-c2ccc(C)c(S(=O)(=O)NCCc3ccc(S(N)(=O)=O)cc3)c2)on1	-4%	0.1%	0%
23	O=C(N/N=C/c1ccc([N+](=O)[O-])cc1)c1cc(C2CC2)[nH]n1	-1%	-0.8%	-7%
24	Cc1ccc(NC(=S)N2CCN(S(=O)(=O)c3ccccc3)CC2)cc1C	-13%	-0.4%	0%
25	COc1ccc(-n2nc(C(=O)NCC(=O)NCCCN3CCOCC3)c3ccccc3c2=O)c(OC)c1	4%	0.2%	4%
26	CCCc1cc(C(=O)NNC(=S)NC2CCCCC2)cs1	2%	-0.4%	0%
27	COc1ccc(NC(=O)NCc2cccnc2)c(OC)c1	-2%	0.4%	-2%
28	O=C(C1CCN(S(=O)(=O)c2ccc(Br)s2)CC1)N1CCN(c2ccccc2)CC1	0%	-0.5%	5%
29	O=C(CCC(=O)c1ccc(F)cc1)NC1CCCN(Cc2ccccc2F)C1 (stereo not given)	-5%	0.0%	-1%
30	O=C(NCC(=O)N1CCN(Cc2ccccc2)CC1)c1ccc(Br)o1	1%	0.7%	0%
31	COCCCNC(=O)CSc1nc2ccccc2c(=O)n1CCc1ccc(S(N)(=O)=O)cc1	-6%	-0.3%	10%
32	CC1Cc2cc(S(=O)(=O)CCC(=O)N3CCN(c4ccccc4)CC3)ccc2N1C(=O)C1CC1 (stereo not given)	4%	-0.2%	0%
33	CCc1nccn1CCC(=O)NC1CC(C)(C)Cc2c1cnn2-c1ccc(OC)cc1 (stereo not given)	-2%	-0.3%	-1%
34	CC(=O)Nc1cccc(NC(=O)c2cc(-c3ccccn3)nc3ccc(Cl)cc23)c1	-6%	-0.8%	0%
35	O=C(NCCc1ccccc1Cl)c1ccc2nc3ccccc3c(=O)n2c1	-2%	-0.3%	-2%
36	CC1CC(C)CN(CCCNS(=O)(=O)c2cc(Br)cc3c2N(C(=O)C2CC2)CC3)C1 (stereo not given)	13%	-0.8%	-7%

Given with the structure last: 3 of the compounds above
| item | Salmonella PhoP GFP | West Nile antiviral | SIAH1 antagonists | canonical_smiles |
| --- | --- | --- | --- | --- |
| 16 | -54% | -0.6% | -1% | CCN(CC)c1ccc(-c2sc(Nc3ccccc3)n[n+]2-c2ccc(F)cc2)cc1 |
| 20 | 6% | 0.4% | -3% | O=C(CNS(=O)(=O)c1ccc(F)c(Cl)c1)N1CCCC1 |
| 32 | 4% | -0.2% | 0% | CC1Cc2cc(S(=O)(=O)CCC(=O)N3CCN(c4ccccc4)CC3)ccc2N1C(=O)C1CC1 (stereo not given) |

Additional compounds.
entry	compound	Salmonella PhoP GFP	West Nile antiviral	SIAH1 antagonists
37	COC(=O)c1cc(S(=O)(=O)N2CCCC2=O)c(Cl)cc1Cl	4%	-0.4%	-1%
38	O=C(CCN1C(=O)/C(=C\c2ccc(F)cc2)SC1=S)Nc1ccccc1	2%	-0.1%	-6%
39	CCOC(=O)c1sc2nc(C)nc(NCc3ccc(Cl)cc3)c2c1C	6%	-1.4%	-2%
40	CCOc1ccc(S(=O)(=O)N2CCC(C(=O)NCCN3CCOCC3)CC2)cc1C	-4%	-0.5%	9%
41	CC(=O)NC(Cc1ccc(F)cc1)C(=O)NC1CCN(C(=O)Nc2ccccc2C)CC1 (stereo not given)	8%	1.0%	-4%
42	CC(C)(C)c1ccc(Cn2c(=O)cnc3ccccc32)cc1	4%	2.6%	-9%
43	CC(=O)c1cccc(NC(=O)CCc2nnc3ccc(NCc4ccco4)nn23)c1	-6%	0.6%	18%
44	CC1Oc2ccccc2N(CC(=O)N2CCCCC2)C1=O (stereo not given)	0%	-0.4%	-5%
45	Clc1ccccc1Cn1nnc2ccccc21	8%	-0.6%	13%
46	COc1ccc(-c2c(C)nn3c(N4CCOCC4)cc(C)nc23)cc1OC	0%	0.3%	3%
47	COc1ccc(/C=C2\C(=O)NCC(=O)N2C)cc1	1%	0.2%	1%
48	O=C(CN1C(=O)C2CC=CCC2C1=O)OCC(=O)c1ccc(Cl)c([N+](=O)[O-])c1 (stereo not given)	-6%	-0.5%	0%
49	Cc1cc(NS(=O)(=O)c2ccc(NC(=S)NC(=O)/C=C/c3ccccc3)cc2)no1	0%	0.4%	4%
50	S=C(NCc1ccccc1)Nc1ccc2ccccc2c1	4%	-0.9%	-5%
51	COc1ccc(CCNC(=O)CNCCc2ccc(F)cc2)cc1	15%	-0.3%	5%
52	COc1ccccc1C(=O)Nc1ccncc1	5%	-1.3%	1%
53	COc1cc(NC(=O)Cc2ccccc2)ccc1NC(=O)Cc1ccccc1	3%	-1.0%	-3%
54	CCOC(=O)c1c(C)[nH]c(C)c1S(=O)(=O)N(C)Cc1ccco1	7%	-0.1%	6%
55	CCc1ccc(N2CC(C(=O)NC3CCCCC3C)CC2=O)cc1 (stereo not given)	6%	-0.9%	-3%
56	CCOc1ccc(N(CC)S(=O)(=O)c2c(C)[nH]c(=O)[nH]c2=O)cc1	-1%	0.1%	1%
57	Cc1ccc(NC(=O)CSc2nnc(C3CC3)n2CC2CCCO2)c(C)c1 (stereo not given)	6%	-0.2%	-3%
58	COc1cccc(C(=O)Nc2ccc3c(c2)n(C)c(=O)n3C)c1	-7%	0.8%	-3%
59	CC(CS(=O)(=O)c1ccc2c(c1)NC(=O)CS2)C(=O)NCc1ccccc1Cl (stereo not given)	-10%	-0.2%	36%
60	CCOC(=O)CCN(Cc1ccccc1)S(=O)(=O)c1csc(C(N)=O)c1	-3%	0.3%	14%
61	CCC12CN(C(=O)c3ccco3)CC(CC)(CN(C(=O)c3ccco3)C1)C2=O	-4%	0.1%	0%
62	COc1cc(C(=O)NCC2(c3ccccc3)CCCC2)ccc1OC(C)C	1%	-1.4%	6%
63	CCCOc1ccc(C(=O)CCCC(=O)c2ccc(OCCC)cc2)cc1	0%	-1.8%	1%
64	C/C=C(\C)CN1CCCC(N(C)CCc2ccc(OC)c(OC)c2)C1 (stereo not given)	6%	-1.0%	-3%
65	COC(=O)C1CCCCN1C(=O)c1cc(COc2cccc3cccnc23)on1 (stereo not given)	-6%	-0.1%	-1%
66	COc1ccc(OC)c(NC(=O)Cc2c(C(=O)O)n(C)c3ccccc23)c1	5%	1.5%	-9%
67	O=C(Nc1ccccc1F)c1ccc2c(c1)CCN2S(=O)(=O)c1ccccc1	-8%	0.0%	3%
68	CCOC(=O)c1c(-c2ccccc2)c2cc(OC)ccc2n1CCCN(C)C	-9%	0.1%	-1%
69	Cc1ccc(NC(=S)N2C3CCCC2CC(NC(=O)C2CC2)C3)cc1C (stereo not given)	4%	-0.5%	-9%
70	Cc1ccc(Nc2nc(Cl)nc(NC3CCCCC3)n2)cc1	-2%	-1.4%	4%
71	CCOc1ccc(S(=O)(=O)N2CC(=O)Nc3ccccc32)cc1C#N	-6%	0.0%	2%
72	COc1ccc(S(=O)(=O)N2CCC(C(=O)NCCCN3CCOCC3)CC2)cc1	-10%	0.0%	0%
73	COc1cc(C2CC(c3ccccc3)=NN2c2ccccc2)ccc1OCC(=O)O (stereo not given)	-3%	-0.7%	0%
74	Cc1ccc(-c2noc(CCC(=O)NC3CCCC3)n2)cc1	-5%	-0.6%	-1%
75	COc1cccc2c(N/N=C/c3ccccc3)cc(C)nc12	-3%	0.5%	-5%
76	COc1ccc(Cl)cc1C(=O)NC(=S)Nc1ccccc1N1CCOCC1	-5%	0.3%	5%
77	Cc1ccc(C)c(NC(=O)NNC(=O)c2cc3occc3[nH]2)c1	-13%	0.4%	-2%
78	O=C(/C=C/c1ccc(NC(=O)c2ccccc2-c2ccccc2C(=O)O)cc1)c1ccccc1	4%	-0.3%	-1%
79	CC(/C=C1\SC(=S)N(CCC(=O)Nc2ccc(O)cc2)C1=O)=C\c1ccccc1	2%	3.2%	1%
80	COc1ccc(CCN(C)C(=O)c2ccc(S(=O)(=O)Nc3ccccc3F)cc2)cc1OC	-11%	-0.4%	0%
81	FC(F)(F)c1cnc2c(c1)[nH]c(=S)n2-c1ccc(Cl)cc1	-15%	-1.3%	-1%
82	COC(=O)c1ccc(NC(=O)CC(=O)Nc2ccc(C(=O)OC)cc2)cc1	-4%	-0.8%	0%
83	COc1cc(NC(=O)c2cc([N+](=O)[O-])ccc2NC(=O)CNC2CCCCC2C)cc(OC)c1 (stereo not given)	13%	-1.4%	0%
84	CC1CCC(NC(=O)CNC(=O)c2cccs2)CC1 (stereo not given)	12%	0.2%	-2%
85	CC(Oc1ccc2ccccc2c1)C(=O)NNC(=O)Nc1ccccc1 (stereo not given)	7%	0.3%	5%
86	CC(=O)c1ccc(OCc2cc(C(=O)N3CCC(c4ccncc4)CC3)no2)cc1	0%	-0.5%	2%
87	CC(C)(C)c1ccc(OCC(=O)NNC(=O)Nc2ccccc2)cc1	-1%	-0.8%	8%
88	Cc1ccc(N(Cc2cc3ccc(C)cc3[nH]c2=O)S(=O)(=O)c2ccccc2)c(C)c1	0%	0.3%	-6%
89	COc1ccc(C2(c3ccc(OC)cc3)NC(=O)N(CC(=O)NC(C)C)C2=O)cc1	0%	0.0%	1%
90	CC(C)C(=O)Nc1nnc(S(=O)(=O)N(C)c2ccc(Cl)cc2)s1	-4%	-0.8%	2%
91	COc1ccc(S(=O)(=O)Oc2cccc(C(=S)N3CCOCC3)c2)cc1	0%	-1.0%	0%
92	CSCC[C@H](NC(=O)[C@@H]1CSC2c3ccccc3C(=O)N21)C(=O)NCc1ccco1 (stereo not given in full)	-1%	-0.3%	-1%
93	Cc1cc(=O)nc2c3ccccc3n(CC(=O)NCCCN3CCCC3=O)n12	1%	-0.1%	-7%
94	COc1ccc(S(=O)(=O)NCc2ccccn2)cc1Br	-11%	-0.2%	1%
95	Cc1ccc(S(=O)(=O)N2CCN(c3cccc(C)c3)CC2)cc1	-3%	-0.8%	12%
